Compound activity as filed in PubChem.
mIDH1 inhibitor = inhibitors of human mutant IDH1 R132H; O75874; IDH1-R132H enzyme, NADPH consumption, diaphorase/resazurin fluorescence; Potency, µM (top dose mostly 76.6 µM), inactives show at the highest dose activity change, negative = inhibition, actives largely listed as inhibitors; 390,000 compounds, 0.093% hits; further: on the % scale 0 is the no-effect control and ±100 the full control effect; nearly all actives have a fitted effect of over 65% in size
Target sequence (O75874 whole entry R132H, stated change not applied): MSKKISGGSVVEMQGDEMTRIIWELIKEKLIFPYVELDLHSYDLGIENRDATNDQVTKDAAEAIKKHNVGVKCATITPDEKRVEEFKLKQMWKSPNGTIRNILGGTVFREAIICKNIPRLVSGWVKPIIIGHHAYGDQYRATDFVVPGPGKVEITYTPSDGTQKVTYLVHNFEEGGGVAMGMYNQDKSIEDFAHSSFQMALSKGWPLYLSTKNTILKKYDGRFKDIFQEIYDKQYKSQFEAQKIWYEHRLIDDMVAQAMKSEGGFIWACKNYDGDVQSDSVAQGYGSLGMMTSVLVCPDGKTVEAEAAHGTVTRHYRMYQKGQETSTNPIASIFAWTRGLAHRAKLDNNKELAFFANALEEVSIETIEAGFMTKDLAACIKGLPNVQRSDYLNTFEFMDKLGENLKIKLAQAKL
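IDH1-R132H (0.5 ug/mL dispensed) in pH 7.5 Tris buffer was preincubated 30 min with compound, then given a substrate mix of 0.016 mM NADPH and 2 mM alpha-KG for 80 min at room temperature; remaining NADPH was read by diaphorase/resazurin fluorescence.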
USP1-UAF1 inh = inhibitors of human USP1/UAF1 deubiquitinase; 390,000 compounds, 0.23% hits; recombinant USP1/UAF1, Ub-Rhodamine cleavage fluorescence; O94782; Potency, µM (doses to about 57.1 µM), for the others: at the top dose activity change, negative = inhibition, usual class: inhibitors; further: on the % scale 0 is the no-effect control and ±100 the full control effect; nearly all actives have a fitted effect of over 60% in size; inactives centre near -12
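Step one: compound is pinned into 1nM USP1/UAF1 in HEPES pH 7.8 buffer with TCEP. Step two: 15 min room-temperature incubation. Step three: Ub-Rho (150nM final) starts cleavage, tracked by fluorescence over six one-minute reads.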
TrxR1 substrate = rat thioredoxin reductase 1 substrate activity | O89049 | purified TrxR1 substrate turnover, NADPH consumption readout | 390,000 compounds, 0.01% hits | Potency, µM (highest dose often 114 µM), for the others: at the highest dose activity change, negative = substrate turnover; further: on the % scale 0 is the no-effect control and ±100 the full control effect; nearly all actives have a fitted effect of over 50% in size
Target sequence (O89049 whole entry, looked up): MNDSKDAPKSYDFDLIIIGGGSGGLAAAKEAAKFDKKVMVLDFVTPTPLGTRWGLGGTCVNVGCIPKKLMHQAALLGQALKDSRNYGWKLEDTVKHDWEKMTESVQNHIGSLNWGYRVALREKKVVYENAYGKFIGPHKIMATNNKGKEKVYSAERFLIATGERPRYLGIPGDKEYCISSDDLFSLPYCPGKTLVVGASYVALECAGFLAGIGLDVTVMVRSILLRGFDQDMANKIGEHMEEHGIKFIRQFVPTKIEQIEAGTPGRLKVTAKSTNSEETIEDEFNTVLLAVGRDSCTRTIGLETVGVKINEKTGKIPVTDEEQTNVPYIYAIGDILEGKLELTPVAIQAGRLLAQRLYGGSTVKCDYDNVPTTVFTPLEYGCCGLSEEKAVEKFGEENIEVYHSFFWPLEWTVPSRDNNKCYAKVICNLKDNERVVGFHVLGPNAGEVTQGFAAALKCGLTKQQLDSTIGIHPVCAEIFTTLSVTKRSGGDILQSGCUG
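Rat TrxR1, dispensed at 90 nM, was prereduced with 400 uM NADPH (final) for 5 min at ~22 deg C, then incubated with compound 15 min before 400 uM selenite. A first-read NADPH fluorescence drop versus no-compound background flagged substrates.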
ALOX12 inh = inhibitors of human 12S-lipoxygenase ALOX12. P18054. 580,000 compounds, 1.1% hits. Potency, µM (series often up to 108 µM), without a hit: at the top dose activity change, negative = inhibition, usual class: inhibitors. AID 1671190. purified 12hLO, xylenol orange hydroperoxide absorbance; further: on the % scale 0 is the no-effect control and ±100 the full control effect
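Purified human 12hLO (150 nM final) in 25 mM Hepes, 0.01% Triton X-100, pH 7.0 was preincubated 15 min at room temperature with compound. Then 40 uM arachidonic acid was added, 30 min. Hydroperoxide was read by Fe-XO absorbance ratio 573/405 nm.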
Vif-A3F inh = inhibitors of Vif-A3F interaction | HeLa A3F-eYFP + Vif (tagged APOBEC3F with the HIV-1 protein that degrades it), YFP fluorescence increase | Potency, µM (doses to about 46.1 µM), without a hit: top-dose activity, negative = active | 390,000 compounds, 0.2% hits | AID 602313; further: % of control where 0% means no effect; nearly all actives have a fitted effect of over 65% in size
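HeLa cells stably expressing A3F-eYFP plus Vif, plated and incubated overnight at 37 deg C, then exposed to compounds overnight at 37 deg C. Blocked degradation read as raised yellow fluorescence (Ex 488/Em 500-530).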
RXFP1 agonist = RXFP1 (human) receptor agonism; AID 2676; 370,000 compounds, 0.3% hits; Potency, µM (series often up to 57.5 µM), for the others: at the highest dose activation, most hits filed as activators; HEK293T-RXFP1 cAMP TR-FRET, 30 min; response scale: percent of porcine relaxin response, buffer zero; Q9HBX9; further: on the % scale 0 is the no-effect control and ±100 the full control effect; nearly all actives have a fitted effect of over 60% in size; many of its hits are not listed in these tables
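Agonist response is measured as cAMP accumulation in an RXFP1-transfected HEK293T line under PDE4 inhibition. Values are scaled between buffer-only and 29 nM porcine relaxin, and EC50s come from standard Hill equation fits.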
RGS4 inh = inhibitors of human regulator of G protein signaling 4; P49798; Transcreener GDP fluorescence polarization, RGS4-accelerated GTP hydrolysis; Potency, µM (top dose mostly 114 µM), for the others: at the highest dose activity change, negative = inhibition, hits mostly inhibitors; 390,000 compounds, 0.039% hits; further: on the % scale 0 is the no-effect control and ±100 the full control effect; nearly all actives have a fitted effect of over 75% in size; some results filed as inactive show a strong effect at the top dose
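MLSMR compounds (23 nl, pin-transferred) preincubated 10 min at room temperature with a 500nM (2x) first reagent, then RGS4 at 900nM (2x) plus Transcreener GDP mix added; fluorescence polarization (620/688 nm) read before and after 90 min at 30 °C.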
Vif-APOBEC3G blk = inhibitors of Vif-APOBEC3G interaction; Q9HC16; HeLa A3G-eYFP + Vif (tagged APOBEC3G with the HIV-1 protein that degrades it), YFP fluorescence, overnight; AID 602310; 410,000 compounds, 0.076% hits; Potency, µM (doses to about 46.1 µM), for inactives: top-dose activity, negative = active, hits mostly inhibitors;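 further: on the % scale 0 is the no-effect control and ±100 the full control effect; nearly all actives have a fitted effect of over 60% in size; hits raise eYFP signal because A3G escapes Vif-driven loss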
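Read-out is eYFP fluorescence (Ex 488/Em 500-530) from Vif-expressing HeLa A3G-eYFP cells; more signal means A3G escaped Vif-mediated degradation. Cells plated overnight, compound pinned in, incubated overnight at 37 deg C.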
TrxR1 inh = inhibitors of rat thioredoxin reductase 1. O89049. recombinant rTrxR1, NADPH fluorescence consumption, selenite substrate. Potency, µM (series often up to 114 µM), inactives show top-dose activity change, negative = inhibition, most hits filed as inhibitors. 390,000 compounds, 1% hits. AID 588453; further: on the % scale 0 is the no-effect control and ±100 the full control effect; nearly all actives have a fitted effect of over 65% in size
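Rat TrxR1 (90 nM in the dispensed reagent) was pre-reduced with 400 uM NADPH for 5 min at room temperature, then incubated with compound for 15 min. After 400 uM selenite was added, NADPH fluorescence (Ex 340/Em 450 nm) was followed for 8 min.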
* hit, by the source's call; u = inconclusive; x = no result given; & = joins results of further samples; [ ] = remark or other dose. The call rests on the fitted dose curve; in most records, active means well fitted curve in the direction sought with a large enough effect; inconclusive means small, poorly fitted or top-dose-only effect, or another doubt; inactive means no such curve, though single readings can be large; an effect the other way counts as inactive or inconclusive. Potency means the concentration at half of the fitted maximal effect. A portion of the library (hit frequency here may not be typical).

SMILES	mIDH1 inhibitor	USP1-UAF1 inh	TrxR1 substrate	ALOX12 inh	Vif-A3F inh	RXFP1 agonist	RGS4 inh	Vif-APOBEC3G blk	TrxR1 inh
COC(=O)c1c(C)c(C)nc(N)c1C#N	0%	-10%	221%[activator][57.1 µM]	20%	10%	-2.8%	-39%	-3%	-36%
O=C(CCn1c(=S)[nH]c2cc3c(cc2c1=O)OCO3)NCc1ccccc1Cl	0%	-16%	3%	-3%	1%	u	-4%	4%	18%
CC(C)(C)c1ccc(C(=O)OCC(=O)Nc2sc3c(c2C#N)CCC3)cc1	6%	0%	3%	-10%	-9%	-0.8%	-6%	0%	17%
CC1CCN(CC(=O)Nc2ccccc2Sc2ccccc2)CC1	0%	-6%	-7%	17%	-8%	0.9%	12%	-9%	8%
COc1ccc(Cl)cc1C(=O)NNC(=O)c1csc(N2CCOCC2)n1	1%	-19%	0%	-13%	-12%	2.8%	19%	-5%	-5%
Cc1cc2c(c(SCC(=O)NCCc3ccccc3)n1)C(=O)OC2	6%	-15%	2%	u	2%	-0.8%	-7%	0%	-6%
CCN(c1ccccc1)S(=O)(=O)c1ccc(Cl)c(NC(=O)COC(=O)c2ccc[n+]([O-])c2)c1	6%	-6%	-5%[57.1 µM]	-10%	0%	4.8%	-11%	-2%	19%[57.1 µM]
O=P(c1ccccc1)(c1ccccc1)c1nc(-c2ccccc2)oc1N1CCOCC1	6%	-12%	2%[57.1 µM]	134%[activator]	3%	-2.7%	11%	0%	-3%[57.1 µM]
O=C(NCc1ccccc1Cl)c1cnc2n(c1=O)CCS2	8%	u	0%	31%[activator][57.4 µM]	-1%	2.6%	-6%	0%	7%
Cn1ncc(N=Cc2ccc([N+](=O)[O-])cc2)c1C(=O)Nc1ccccc1	-1%	-8%	-14%	0%	8%	3.7%	-2%	3%	-19%
Cc1ccc(NC(=O)CSc2nnc(-c3ccc(Br)cc3)o2)c(C)c1	7%	u	2%[57.1 µM]	-16%	5%	-0.3%	-17%	-9%	13%[57.1 µM]
CC(=O)c1c(C)[nH]c(C(=O)Nc2ccc(Cl)c(S(=O)(=O)N3CCOCC3)c2)c1C	3%	-2%	-10%	-2%	-18%	-1.1%	12%	-14%	-14%
Cc1ccc2cc3cc(C(=O)N4CCN(c5ccccc5)CC4)sc3nc2c1	-12%	-36%	-2%	0%	-1%	5.6%	-6%	-1%	0%
Nc1c(C(=O)CSc2nnc(N3CCOCC3)n2-c2cccc(F)c2)c(=O)[nH]c(=O)n1C1CC1	6%	-17%	-3%	5%	-7%	-0.2%	-5%	1%	1%
Cc1ccc(Cn2c(Cc3ccccc3)nc3ccccc32)cc1	0%&5%	-6%&-19%	-2%	u	-15%&7%	-3.7%&0.1%	15%&4%	-7%&-4%	11%
CCNc1nc(NC(C)CC)nc(Oc2ccc(=O)[nH]n2)n1 (stereo not given)	2%	-7%	0%	0%	-2%	1.7%	-3%	0%	24%
COc1ccc(N(Cc2cccs2)C(=O)COc2cccc(C)c2C)cc1	-4%	u	-1%	-27%	15%	-0.3%	1%	-1%	35%
CS(=O)(=O)N1CCC(C(=O)NNC(=O)Nc2ccc(F)c(Cl)c2)CC1	12%	-6%	-4%	3%	-19%	2.5%	17%	1%	0%
COc1ccc2[nH]cc(CCNC(=O)Cc3c(F)cccc3Cl)c2c1	-4%	-7%	-2%[57.1 µM]	-19%	2%	0.9%	-31%	-1%	0%[57.1 µM]
Cc1ccc(O)c(/C=N/NC(=O)CN2CCCC2)c1	-4%	-22%	-1%	8%	11%	3.8%	-1%	1%	12%
CC(=O)N1N=C(c2ccco2)CC1c1ccc(Cl)o1 (stereo not given)	-7%	-21%	0%	0%	-11%	-0.4%	-2%	2%	-16%
Cc1cccc(CN2CCC(C(N)=O)CC2)c1	3%	17%	3%	10%[57.4 µM]	-3%	0.4%	1%	-2%	-10%
Cc1cccc(N(C)C(=O)CSc2nc3ncccc3o2)c1	8%	-10%	4%[57.1 µM]	-11%	1%	4.8%	-6%	2%	14%[57.1 µM]
COc1ccccc1CC(=O)NCC1CCCO1 (stereo not given)	4%	-9%	-2%	-28%	-7%	0.6%	-1%	-2%	14%
Cc1cc(=O)n(Cc2cccc(Br)c2)c2c1c(C)nn2-c1ccccc1	-11%	-10%	7%[57.1 µM]	u	2%	u	10%	-2%	18%[57.1 µM]
SMILES	mIDH1 inhibitor	USP1-UAF1 inh	TrxR1 substrate	ALOX12 inh	Vif-A3F inh	RXFP1 agonist	RGS4 inh	Vif-APOBEC3G blk	TrxR1 inh
COC(=O)c1scc(-c2ccc(C)cc2)c1S(=O)(=O)N1CCN(c2ccc(C)cc2C)CC1	0%	-15%	-9%[57.1 µM]	-12%	0%	-1.9%	-21%	-2%	7%[57.1 µM]
O=C(COc1ccc(F)cc1)Nc1ccc(Cl)c(-c2nc3ccccc3[nH]2)c1	x	40%[activator]	7%	6%	x	5.6%	-7%	x	21%
COc1ccc(C(=O)/C=C/c2cn(CC(O)CN(CC(C)C)CC(C)C)c3ccccc23)cc1OC (stereo not given)	x	x	-18%	x	x	-0.6%	-27%	u	u
C[C@@H](NC(=O)c1nc[nH]c1C(=O)N[C@@H](Cc1ccccc1)C(=O)OCc1ccccc1)c1ccccc1	-8%	u	-10%	20%	7%	0.9%	-19%	3%	19%[57.1 µM]
Cc1ccc(N2CCN(C(=O)C3CCC(CNS(=O)(=O)c4ccc(Br)s4)CC3)CC2C)cc1 (stereo not given)	1%	-19%	-8%	u	2%	-2.7%	-7%	4%	4%
Cc1cc(C)nc(N2CCCC(C(=O)Nc3ccc(F)cc3)C2)n1 (stereo not given)	0%	-15%	4%	-3%	6%	2.8%	-13%	3%	29%
CCCn1c(CCNc2nc(-c3cccc(Br)c3)cs2)nc2ccccc21	-4%	-16%	1%	-5%	7%	x	-1%	-2%	6%
Cc1ccc(O)c(NC(=O)c2ccc(Br)c(S(=O)(=O)N3CCCCC3)c2)c1	0%	-3%	-10%	-28%	3%	0.9%	13%	0%	-12%
C=CCn1c(Cc2ccccc2)nnc1SCc1nc2ccccc2c(=O)[nH]1	9%	-22%	-3%[57.1 µM]	u	10%	1.9%	-25%	-7%	6%[57.1 µM]
O=c1[nH]c(Cc2cccs2)nc2ccccc12	-1%	-12%	6%	3%	4%	0.7%	-22%	1%	12%
CN1CCSc2ccc(C(=O)Nc3cccc(F)c3)cc21	15%	-17%	75%[activator]	3%	1%	23%	-1%	-4%	42%[activator]
CCOC(=O)c1[nH]c2ccc(OC)cc2c1NC(=O)CCN1CCc2ccccc2C1	5%	-24%	24%[57.1 µM]	u	-5%	2.5%	4%	-11%	7%[57.1 µM]
O=C(CCNC(=O)c1ccccc1)NN=Cc1ccc(Br)o1	6%	u	-16%	14%	-5%	x	18%	-7%	u
Cc1ccc(NC(=O)Cc2nc(CN(C)CC(=O)Nc3ccc(C)cc3)cs2)cc1	0%	-27%	6%	0%	-3%	-0.1%	-14%	1%	25%
O=S(=O)(Nc1nc2ccccc2nc1NCC1CCCO1)c1ccc(F)cc1 (stereo not given)	-11%	-5%	20%	-12%&-2%	10%	4.1%	-7%	-8%	-19%
O=C(c1ccc(=O)oc1)N1CCCc2ccccc21	-1%	-25%	8%[57.1 µM]	u	-6%	3.4%	-42%	-2%	-20%[57.1 µM]
Cc1ccc(NS(=O)(=O)c2ccc(C(=O)N3CCN(c4ncccn4)CC3)cc2)cc1	14%	-19%	17%[57.1 µM]	-25%	-3%	-1.0%	-50%	0%	24%[57.1 µM]
CC(C)(C)c1ccc(OC(=O)c2cccnc2)cc1	13%	-10%	3%[57.1 µM]	21%	-5%	0.5%	-4%	-9%	-1%[57.1 µM]
O=[N+]([O-])c1ccc(N2CCN(c3ccccc3)CC2)nc1	0%	-26%	-6%[57.1 µM]	-8%	-16%	-0.6%	11%	-2%	24%
COc1cc(Cl)cc(/C=C/c2ccc3cccc(O)c3n2)c1OC	11%	-16%	1%[57.1 µM]	27%	u	-2.4%	-1%	-6%	9%[57.1 µM]
O=C(COc1cccc2c1CCN(Cc1ccccc1F)C2=O)N1CCCCC1	-1%	-11%	8%[57.1 µM]	-3%	1%	0.1%	-17%	0%	26%[57.1 µM]
Cc1ccc(NC(=O)C2CCCN(S(=O)(=O)c3ccc4[nH]c(=O)ccc4c3)C2)nc1 (stereo not given)	-2%	-9%	6%	0%	0%	4.4%	3%[11.4 µM]	8%	14%
O=C(Cn1cc(SCc2ccc(Cl)cc2)c2ccccc21)N1CCOCC1	-15%&7%	-23%&-14%	1%&-13%	u	-13%&-1%	3.6%&-0.3%	20%&0%	0%&2%	36%&-5%
Cc1ccc(NC(=O)CS(=O)CC(=O)N(CC(=O)NC2CCCC2)c2cc(C)ccc2C)cc1 (stereo not given)	5%	-16%	10%	-27%	1%	-0.8%	2%	-5%	20%
